# sEH inhibitor – blocks human soluble epoxide hydrolase activity. P34913. recombinant human sEH enzymatic activity assay. inhibition, % at 2 µM. actives 0.34% (n = 91,000); in the data active means inhibition above about 80%; further: values of inactives mirror those of a sister screen read the other way; many of its hits are not listed in these tables
# sEH activator – activators of human soluble epoxide hydrolase | P34913 | purified human sEH enzymatic activity, activator screen | activation, % at 2 µM | actives 0.04% (n = 91,000) | AID 717; in the data active means activation above about 37%; further: values of inactives mirror those of a sister screen read the other way
# Mac1 fbg inh – blocks human CD11b/CD18 adhesion to fibrinogen | P05107+P11215 | K562 CD11b/CD18 adhesion to fibrinogen, ATPlite luminescence; Mn2+ added to activate the integrin | inhibition, % at 10 µM | actives 0.54% (n = 93,000);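 active means primary inhibition of 50% or more at 10 µM, then 40% or more on retest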; further: some results filed as inactive read as strong as hits
# Target sequence (P05107 whole entry, looked up, other chains not shown): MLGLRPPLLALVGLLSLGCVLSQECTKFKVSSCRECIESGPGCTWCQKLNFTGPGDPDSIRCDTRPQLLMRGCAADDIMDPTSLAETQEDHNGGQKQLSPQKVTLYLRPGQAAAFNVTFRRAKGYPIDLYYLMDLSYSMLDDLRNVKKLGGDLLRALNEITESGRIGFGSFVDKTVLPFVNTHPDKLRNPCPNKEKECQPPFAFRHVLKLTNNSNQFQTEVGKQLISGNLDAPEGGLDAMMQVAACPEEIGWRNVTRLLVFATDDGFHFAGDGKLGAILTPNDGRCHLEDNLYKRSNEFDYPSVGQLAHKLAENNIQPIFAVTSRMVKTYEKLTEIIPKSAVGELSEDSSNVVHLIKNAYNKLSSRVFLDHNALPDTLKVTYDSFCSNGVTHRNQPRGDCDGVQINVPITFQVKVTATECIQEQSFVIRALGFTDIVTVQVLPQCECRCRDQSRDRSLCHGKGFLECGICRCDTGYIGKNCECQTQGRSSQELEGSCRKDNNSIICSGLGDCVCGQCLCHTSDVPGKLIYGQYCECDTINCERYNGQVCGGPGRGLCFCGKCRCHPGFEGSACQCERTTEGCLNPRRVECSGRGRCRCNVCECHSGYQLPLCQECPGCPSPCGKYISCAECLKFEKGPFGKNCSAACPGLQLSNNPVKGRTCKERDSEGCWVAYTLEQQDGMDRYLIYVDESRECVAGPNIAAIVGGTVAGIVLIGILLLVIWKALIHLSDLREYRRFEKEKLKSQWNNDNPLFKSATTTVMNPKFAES
# S1P2 ag – agonists of human S1P2 receptor; O95136; S1P2-expressing cell line, agonist reporter read-out; activation, % at 4.5 µM; actives 0.46% (n = 97,000); in the data active means activation above about 16%;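 further: 0% = vehicle low control and 100% = maximal reference agonist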
# PostGolgi yeast – growth inhibition of a yeast mutant, post-Golgi transport screen. post-Golgi transport phenotypic cell assay. inhibition, % at 10 µM. actives 0.9% (n = 98,000);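 further: yeast cells grown in 1536-well plates; yeast grown about 18 h at 30C before absorbance read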
# E coli WT exp – growth inhibitors of E. coli BW25113 wild type; OD600 absorbance; growth inhibition, % at 100 µM; actives 0.15% (n = 98,000);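 active means growth inhibition above about 50% at one test dose, limit read from the data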;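 further: growth measured after 20 h incubation at 37 °C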
# S1P2 antag – antagonists of human S1P2 receptor | O95136 | cell-based S1P2 antagonist assay, inhibition at 5 uM | inhibition, % at 5 µM | actives 0.21% (n = 97,000) | AID 736; in the data active means inhibition above about 45%;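 further: CRE beta-lactamase reporter cells expressing human S1P2 stimulated with S1P; 0% = agonist at EC80 alone and 100% = agonist plus reference antagonist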
# PostGolgi ctrl – yeast control strain growth, post-Golgi counter-screen; actives 5% (n = 98,000); efflux-deficient yeast background strain, growth absorbance A615, 16 h; inhibition, % at 10 µM
# PLAP act – human PLAP activation. P05187. purified PLAP enzyme, luminescent substrate read-out; hits give high values. activation fold at 20 µM. actives 1.2% (n = 96,000). AID 696; in the data active means activation fold above about 2
# * marks the source's active call; other numbers are inactive results; nt = no result given. Unless noted, no stated cut-off is given here; in the data, active means inhibition above about 30%; inactive means the rest. Outcome played no part in choosing rows; 7.1% or so of the library scored in one or more.
SMILES,sEH inhibitor,sEH activator,Mac1 fbg inh,S1P2 ag,PostGolgi yeast,E coli WT exp,S1P2 antag,PostGolgi ctrl,PLAP act
Cc1ccc(O)c(C2=NOC(O)(C(F)(F)C(F)F)C2)c1 (stereo not drawn),3,-2,-12,-8,2,30,-10,2,1.1
CCC(=O)NCCc1nc2cc(NC(=O)c3ccccc3OC)ccc2n1C,-2,2,6,1,3,8,-9,-1,1.6
COc1ccc(CN(Cc2cc3cc(C)ccc3[nH]c2=O)C(=O)N(C)C)cc1,nt,nt,-5,nt,5,0,nt,3,1.4
O=S1(=O)CCC(N2CCOCC2)C1 (stereo not drawn),15,-17,-4,-3,-3,0,-8,10,0.8
O=C(NCc1cccs1)c1ccc(Cl)s1,1,0,-28,-6,1,19,11,4,0.9
CS(=O)(=O)N1CCC(C(=O)Nc2ccccc2Sc2ccccc2)CC1,5,-4,-16,3,3,4,21,8,0.9
Cc1ccc2nc(-c3sc4nc(C)cc(C)c4c3N)[nH]c2c1,2,-2,nt,0,nt,nt,-3,nt,nt
O=C(c1csc2c1CCCC2)N1CCCCC1,12,-13,-10,-7,9,0,6,1,0.9
Cc1c(NS(=O)(=O)N2CCCC2)c(=O)n(-c2ccccc2)n1C,-5,7,-10,-8,-6,2,0,-1,0.9
Cc1cc(C(=O)NCCCN2CCN(C3CCCCC3)CC2)n(-c2ccccc2)n1,18,-18,6,-2,-2,2,10,21,1.3
CC1CN(CCCCOc2ccc(C(C)C)cc2)CC(C)O1 (stereo not drawn),-21,19,11,-3,97*,3,19,53*,1.6
Cc1ccn2c(NC(=O)c3ccccc3)c(-c3cccs3)nc2c1,-11,14,nt,-3,2,4,-3,-6,1.1
CC(C)(CO)Nc1nc(Nc2ccccc2)nc(Nc2ccccc2)n1,3,3,nt,-2,nt,nt,-12,nt,nt
CCCn1c(SCCN2C(=O)c3ccccc3C2=O)n[nH]c1=O,12,-13,-5,-8,-2,-1,6,6,0.9
O=C(CSCc1ccc(F)cc1)N1CCOCC1,1,2,-6,-6,-2,1,-1,6,1.1
O=C(CSc1nnc(CNc2ccc(F)cc2)n1Cc1ccco1)N1CCOCC1,7,-3,7,-2,4,-4,22,15,1.1
CCNC(=O)C1CC(=O)OC12CCCCC2 (stereo not drawn),-3,3,nt,-4,-40,1,-20,14,0.9
O=C(Nc1ccc(S(=O)(=O)NC2CCCCC2)cc1)c1ccc(Br)o1,41,-41,3,-10,-10,-12,-13,7,1.1
CCOc1ccc(S(=O)(=O)N(C)c2ccc(OCC(=O)Nc3ccc4[nH]c(=O)[nH]c4c3)cc2)cc1,nt,nt,-13,nt,12,-9,nt,0,1.6
O=C(CS(=O)(=O)Cc1ccccc1)N1CCN(Cc2ccc3c(c2)OCO3)CC1,6,-3,3,-2,-4,11,-8,-1,0.9
CCCC(=O)Nc1ccc(C#Cc2ccccc2)cc1,9,-7,nt,-9,17,-11,1,12,0.9
CC(Sc1nc2ccccc2o1)C(=O)O (stereo not drawn),nt,nt,-10,nt,7,-15,nt,-1,1.3
O=C1C2C3C=CC([C@@H]2C(=O)N1Cc1cccnc1)C31CC1 (stereo partly drawn),11,-8,nt,-1,14,7,14,-7,0.9
COc1ccc(-c2csc(N(CCCN(C)C)C(=O)c3cccs3)n2)cc1,nt,nt,-10,nt,-1,8,nt,3,1.6
COc1ccc(CN2CCn3ncc(C(=O)Nc4ccccc4)c3C2=O)cc1,-11,8,-2,-1,-4,-6,-2,-1,1
CCCC(=O)Nc1ccc(C(=O)NNC(=O)c2ccccc2Br)cc1,-4,6,nt,-5,-15,1,14,5,1.6
Cc1cccc(C(=O)O/N=C2\CCSc3ccc(C)cc32)c1,12,-13,-10,-2,14,-6,6,-3,0.8
C/C(=N\OC(=O)NC(C)C)c1sc(-c2ccccc2)nc1C,-1,1,9,-7,-3,8,17,18,1
COc1ccc(NC(=O)c2csc3c2CCCC3)cc1,36,-35,-4,-2,-8,3,10,14,0.8
CC(C)C(NC(=O)C1CCCCC1)C(=O)N1CCN(c2ccc(F)cc2)CC1 (stereo not drawn),6,-6,16,-5,2,12,-7,-7,1.1
CN1/C(=C/C2CC(=O)N(c3cccc4ccccc34)C2=O)C(C)(C)c2ccccc21 (stereo not drawn),-6,6,8,-5,5,-1,8,8,1.7
O=S(=O)(NC1CCCC1)c1ccc(S(=O)(=O)N(Cc2cccs2)CC2CCCO2)cc1 (stereo not drawn),2,-4,-11,-4,12,-11,20,15,1.1
Cc1ccc2c(c1)nnn2C1CCN(S(C)(=O)=O)CC1,-8,6,-6,-5,4,-4,5,11,1
CCS(=O)(=O)N1CCN(c2ccc([N+](=O)[O-])c(NC(C)c3ccccc3)c2)CC1 (stereo not drawn),2,2,nt,-3,10,-13,-11,44*,1.1
CCOC(=O)c1ccc(NC(=O)CC2Sc3ncnn3C2=O)cc1 (stereo not drawn),0,1,-30,0,1,6,-1,-2,1.5
Cc1ccccc1NC(=S)NNC(=O)c1ccoc1C,10,-10,-2,-8,3,4,21,7,2.1*
S=c1[nH]nc(-c2ccco2)n1/N=C/c1ccc(Cl)cc1Cl,-8,7,nt,0,-6,-3,-2,39*,1
CCOC(=O)c1c(NC(=O)OC)sc(C(=O)N(CC)CC)c1C,-5,8,-19,-4,-1,7,-16,12,1.6
O=C(NC(NC1CCS(=O)(=O)C1)C(=O)c1cccs1)c1ccccc1 (stereo not drawn),5,-4,-17,-3,-5,0,-10,-3,0.9
O=C(CSc1nnnn1C1CCCC1)Nc1ccc2c(c1)OCO2,16,-16,-1,-3,2,12,-8,18,1.1
Cc1ccc(C)c2[nH]c(=O)c(CN(Cc3ccco3)C(=O)Nc3ccccc3)cc12,12,-13,-14,-7,-6,-9,-4,42*,1.3
Cc1cccc(N2CCN(C(c3ccccc3)c3nnnn3CC3CCCO3)CC2)c1C (stereo not drawn),nt,nt,-3,-1,-5,-12,12,44*,1.6
O=C(CC(c1ccco1)C1CCCCC1=O)c1ccco1 (stereo not drawn),3,-3,-14,-7,7,-4,10,7,1.4
Cc1cc(C)c(C)c(OCC(=O)NCCN(C)C)c1,8,-7,8,-4,1,4,6,-1,1.6
COc1ccc(-c2nc3oc4cc(OC)ccc4c(=O)c3c(=O)n2Cc2ccco2)cc1,6,-5,24,-2,6,-14,-21,17,1.1
Cc1cccc(C(=O)OCC(=O)Nc2nccs2)c1,-12,13,nt,0,-5,5,9,-6,1
CCC(=O)Oc1ccc2c(C)cc(=O)oc2c1C,nt,nt,-38,nt,-3,3,nt,9,1
COc1ccc(S(=O)(=O)N(CC(=O)N2CCN(C)CC2)c2ccccc2)cc1OC,1,0,-8,-8,-11,0,-9,11,1.7
Cc1cccc(N(CC(=O)Nc2ccccc2F)S(C)(=O)=O)c1,-14,13,-39,-4,-6,7,-18,0,1
CC1=CCC2C(=O)N(c3nc(C)cc(C)n3)C(=O)C2C1 (stereo not drawn),-5,6,-6,-7,-5,7,9,1,1
# New compounds follow
SMILES,sEH inhibitor,sEH activator,Mac1 fbg inh,S1P2 ag,PostGolgi yeast,E coli WT exp,S1P2 antag,PostGolgi ctrl,PLAP act
CCCN(C(=O)Cn1ncc2c(=O)oc3ccccc3c21)c1cccc(C)c1,9,-8,4,-4,17,3,1,5,1.4
Cc1csc(SCC(=O)Nc2cccc(S(=O)(=O)N3CCCC3)c2)n1,-1,2,-6,1,9,4,-21,16,1.5
CCCCNc1c(N2CCN(C(=O)OCC)CC2)c(=O)c1=O,9,-8,-3,-6,-6,6,9,-4,0.9
O=C(CN1CCN(c2ccccc2)CC1)Nc1ccc(-n2cnnn2)cc1,-2,2,7,-4,-1,3,-1,-3,1
Cc1ccc(OCCN2CCCCCC2)c(C)c1,-8,8,0,-1,4,5,9,3,1.2
O=C1CCSc2cccc3cccc(c23)N1,-29,27,-9,0,-1,10,-3,8,0.9
O=C(NCc1ccc(F)cc1)c1c(O)c2cccc3c2n(c1=O)CCC3,nt,nt,-11,nt,0,-4,nt,-12,0.9
Cn1c(=O)c2cc(NC(=O)c3ccccc3Cl)c(=O)oc2n(C)c1=O,nt,nt,-8,nt,1,-3,nt,-2,1.1
COc1ccccc1Nc1nc(N)nc(CSc2nncn2C)n1,-10,12,-18,-2,20,4,-12,12,0.8
CCOc1ccc(N/C(=C(/C(Cl)=C(Cl)Cl)[N+](=O)[O-])n2cncn2)cc1,-10,13,-10,-3,-9,-6,15,3,1.4
O=C(CCN1CCc2ccccc2C1)Nc1ccccc1,nt,nt,-6,-5,-7,2,13,3,1.3
CSCC[C@H](NC(=O)OCc1ccccc1)C(=O)O,-15,16,10,-2,8,6,1,-8,1.1
COC(=O)c1ccccc1NC(=O)CN1C(=O)c2ccccc2S1(=O)=O,10,-7,8,2,0,-2,-11,0,0.8
CCOC(=O)CN(C(=O)CSc1nnc(CNc2ccc(C)cc2C)o1)c1ccccc1,0,0,4,-2,-8,0,11,4,1.4

# Of the compounds above, these contain a halogen.
SMILES,sEH inhibitor,sEH activator,Mac1 fbg inh,S1P2 ag,PostGolgi yeast,E coli WT exp,S1P2 antag,PostGolgi ctrl,PLAP act
Cc1ccc(O)c(C2=NOC(O)(C(F)(F)C(F)F)C2)c1 (stereo not drawn),3,-2,-12,-8,2,30,-10,2,1.1
O=C(NCc1cccs1)c1ccc(Cl)s1,1,0,-28,-6,1,19,11,4,0.9
O=C(CSCc1ccc(F)cc1)N1CCOCC1,1,2,-6,-6,-2,1,-1,6,1.1
O=C(CSc1nnc(CNc2ccc(F)cc2)n1Cc1ccco1)N1CCOCC1,7,-3,7,-2,4,-4,22,15,1.1
O=C(Nc1ccc(S(=O)(=O)NC2CCCCC2)cc1)c1ccc(Br)o1,41,-41,3,-10,-10,-12,-13,7,1.1
CCCC(=O)Nc1ccc(C(=O)NNC(=O)c2ccccc2Br)cc1,-4,6,nt,-5,-15,1,14,5,1.6
CC(C)C(NC(=O)C1CCCCC1)C(=O)N1CCN(c2ccc(F)cc2)CC1 (stereo not drawn),6,-6,16,-5,2,12,-7,-7,1.1
S=c1[nH]nc(-c2ccco2)n1/N=C/c1ccc(Cl)cc1Cl,-8,7,nt,0,-6,-3,-2,39*,1
Cc1cccc(N(CC(=O)Nc2ccccc2F)S(C)(=O)=O)c1,-14,13,-39,-4,-6,7,-18,0,1
O=C(NCc1ccc(F)cc1)c1c(O)c2cccc3c2n(c1=O)CCC3,nt,nt,-11,nt,0,-4,nt,-12,0.9
Cn1c(=O)c2cc(NC(=O)c3ccccc3Cl)c(=O)oc2n(C)c1=O,nt,nt,-8,nt,1,-3,nt,-2,1.1
CCOc1ccc(N/C(=C(/C(Cl)=C(Cl)Cl)[N+](=O)[O-])n2cncn2)cc1,-10,13,-10,-3,-9,-6,15,3,1.4
